# Screening data from PubChem.
# LAP4-GFP MLPCN: yeast TOR pathway LAP4-GFP modulation. S. cerevisiae LAP4-GFP multiplex, flow cytometry GFP, 3 h; median GFP as percent of DMSO wells. actives 0.34% (n = 320,000). GFP response vs DMSO, % at 10 µM;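 active = GFP response vs DMSO above a set limit, about the screen mean plus 3 SD, cut at about 150% in these data; inconclusive = under 70 cell events counted for the yeast strain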
# CIT2-GFP yeast: alters CIT2-GFP fluorescence in TOR pathway yeast screen; S. cerevisiae CIT2-GFP strain, flow cytometry, 3 h; 100 means same as DMSO wells; GFP response vs DMSO, % at 10 µM; actives 0.065% (n = 320,000);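 active = GFP response relative to DMSO above a set limit, near the screen mean plus 3 SD, cut at about 150% in these data; inconclusive = Fewer than 70 cells measured for a yeast strain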;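 note: ratio of well median GFP fluorescence to mean of DMSO wells on the plate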
# Yeast superoxide: yeast age-related superoxide inhibition as caloric restriction mimetic; actives 0.18% (n = 330,000); S. cerevisiae aged cells, superoxide DHE fluorescence; active compounds read low; superoxide response (% of plate mean), % at 10 µM;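 active = superoxide response under a set limit, about three screen SD below normal, cut at about 65% in these data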;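 note: yeast aged for seven days with compound at 30 °C before DHE staining; 100% = average MFI of all compound-treated wells on the plate with controls excluded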
# AGP1-GFP MLPCN: modulators of TOR pathway AGP1-GFP in S. cerevisiae; actives 0.02% (n = 320,000); GFP response vs DMSO, % at 10 µM; S. cerevisiae AGP1-GFP multiplex flow cytometry, 3 h; GFP as percent of DMSO wells;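 active = GFP response relative to DMSO above a set limit, near screen average plus 3 SD, cut at about 150% in these data; inconclusive = fewer than 70 cells counted for the yeast strain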;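 note: median GFP channel fluorescence of the gated AGP1 strain per well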
# VLA-4 inh: inhibition in a human VLA-4 binding assay; P13612; inhibition, % (about 7 µM as worked out from the volumes in the protocol); actives 0.2% (n = 330,000); VLA-4 expressing cells, ligand binding flow cytometry; in the data active = inhibition above about 50%
# MEP2 TOR yeast: alters MEP2-GFP fluorescence in TOR pathway yeast screen | AID 2016 | GFP response vs DMSO, % at 10 µM | S. cerevisiae MEP2-GFP strain, flow cytometry GFP, 3 h; 100% = DMSO control level | actives 0.51% (n = 330,000);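 active = GFP response versus DMSO above a set limit, roughly screen mean plus 3 SD, cut at about 180% in these data; inconclusive = fewer than 70 cells counted for a yeast strain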;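 note: median GFP fluorescence of the barcode-gated MEP2-GFP cells per well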
# RPL19A-GFP yeast: modulators of TOR pathway RPL19A-GFP in S. cerevisiae | S. cerevisiae RPL19A-GFP strain, flow cytometry, 3 h; active compounds read low | percent response vs DMSO, % at 10 µM | actives 0.3% (n = 330,000);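 active = percent response vs DMSO below 50%; inconclusive = fewer than 70 events counted for the yeast strain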;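 note: median channel GFP fluorescence of the barcoded RPL19A-GFP strain; ratio of sample median GFP to plate DMSO average so 100% = DMSO; lower means less RPL19A-GFP as with rapamycin TOR inhibition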
# GRK2 inh: human GRK2 inhibition via aptamer displacement. actives 0.59% (n = 330,000). bead flow cytometry, FAM-aptamer displacement from GRK2. inhibition of aptamer binding, % at 10 µM. P25098;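 active = inhibition of aptamer binding above 40%, roughly 3 SD of noise, on plates passing a quality check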;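 note: median bead fluorescence of bound FAM aptamer so fluorescent compounds give negative values; no value below 0 was filed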
# Target sequence (P25098 whole entry, looked up): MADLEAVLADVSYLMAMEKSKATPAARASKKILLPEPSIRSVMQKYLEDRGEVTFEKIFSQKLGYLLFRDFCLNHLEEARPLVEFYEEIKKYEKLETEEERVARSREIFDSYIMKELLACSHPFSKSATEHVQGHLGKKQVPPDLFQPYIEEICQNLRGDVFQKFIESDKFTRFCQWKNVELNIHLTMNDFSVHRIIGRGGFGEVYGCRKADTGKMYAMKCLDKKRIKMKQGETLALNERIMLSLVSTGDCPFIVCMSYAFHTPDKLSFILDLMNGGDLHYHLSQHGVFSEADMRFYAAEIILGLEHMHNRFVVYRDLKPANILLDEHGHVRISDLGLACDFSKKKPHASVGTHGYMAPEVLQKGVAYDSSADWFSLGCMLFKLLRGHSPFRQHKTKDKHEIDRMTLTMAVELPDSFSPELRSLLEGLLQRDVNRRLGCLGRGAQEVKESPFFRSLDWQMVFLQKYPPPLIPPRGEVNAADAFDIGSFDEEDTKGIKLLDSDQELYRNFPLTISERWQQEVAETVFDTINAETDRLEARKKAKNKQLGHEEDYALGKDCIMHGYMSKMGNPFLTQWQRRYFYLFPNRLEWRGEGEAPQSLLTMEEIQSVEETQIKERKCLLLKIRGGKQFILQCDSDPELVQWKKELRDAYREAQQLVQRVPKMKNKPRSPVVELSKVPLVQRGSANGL
# * = called active by the depositor; ? = inconclusive; · = not tested or not shown.
SMILES,LAP4-GFP MLPCN,CIT2-GFP yeast,Yeast superoxide,AGP1-GFP MLPCN,VLA-4 inh,MEP2 TOR yeast,RPL19A-GFP yeast,GRK2 inh
O=c1[nH]c(SCCN2CCOCC2)nc(O)c1-c1ccccc1,106,89,108,102,-2,97,96,1
CCn1cc(CNC(=O)c2ccc(C)s2)cn1,102,91,88,100,2,98,95,2
COC(=O)c1ccc(OCC2c3cc(OC)c(OC)cc3CCN2C(=O)C2CC2)cc1 (stereo unspecified),103,100,95,101,3,101,·,4
CCOc1cc(C2C(C#N)=C(N)SC(N)=C2C#N)ccc1OCCN1CCOCC1,90,105,86,106,4,104,98,0
O=C1CC(N2CCOCC2)=NN1c1ccc([N+](=O)[O-])cc1,102,94,90,97,0,98,94,0
Cc1ccc2cc(CN(CCCN(C)C)C(=S)NCc3ccccc3)c(=O)[nH]c2c1C,98,105,76,108,6,95,97,0
CC1CCCN(c2ccc(C(=O)Nc3nnc(C4CC4)s3)cc2[N+](=O)[O-])C1 (stereo unspecified),100,98,100,101,2,93,98,2
Cc1cccc(C)c1OCCNC(=O)c1ccc2ccccc2n1,100,86,91,95,-16,94,103,0
Cc1ccccc1S(=O)Cc1ccc(C(=O)NC2CC2)o1 (stereo unspecified),112,112,111,112,3,111,105,1
O=C1CCCN1c1ccc(S(=O)(=O)N2CCN(c3ccccc3)CC2)cc1,100,96,91,99,1,104,96,0
CCOC(=O)c1c(-n2c(C)cc(C=O)c2C)sc2c1CCCC2,106,101,93,97,·,99,104,1
Cc1ccc(C(=O)C(C)N(C(=O)c2ccc(Cl)cc2Cl)N2C(=O)CCCC2=O)cc1 (stereo unspecified),96,92,99,97,0,95,97,0
CC1(C)CN(C(Cc2ccccc2)C(N)=O)C1=O (stereo unspecified),96,106,92,103,25,101,100,0
COc1ccc(/C(C)=N/NC(=O)CNC(=O)c2cccnc2)cc1,82,94,101,90,-6,91,97,0
O=[N+]([O-])c1cc(Cl)ccc1Oc1ccc(-c2nnco2)cc1,103,101,115,95,-7,98,101,0
COc1cccc(CNC(=O)CCCC(=O)Nc2cccc([N+](=O)[O-])c2)c1,86,120,99,105,3,120,106,2
COc1ccc(S(=O)(=O)NCCCN2CCCC2=O)cc1OC,103,108,93,106,5,102,101,1
Cc1c(C(=O)Nc2ccc(S(=O)(=O)Nc3ncccn3)cc2)oc2ccc(Cl)cc12,89,93,104,94,3,101,103,3
Cc1cc(Nc2ccccc2)nn1C(=O)c1ccc(Br)cc1,92,95,88,88,4,92,92,0
COC(=O)C1=C(C(=O)OC)SC(=C2C(=S)C(C)(C)N(C(=O)C(C)C)c3ccccc32)S1,95,92,85,97,13,89,92,5
N#C/C(=C/c1ccc(OCc2ccc(C(=O)O)cc2)cc1)C(=O)Nc1ccccc1,101,109,88,106,0,108,107,0
CCOC(=O)C1CCN(S(=O)(=O)c2ccc3oc(=O)ccc3c2)CC1,93,96,136,91,-4,102,102,0
Cc1ccc(C(=O)NCC(=O)OC(C)C(=O)Nc2ccccc2[N+](=O)[O-])s1 (stereo unspecified),96,85,124,89,1,97,100,2
COc1ccc(N(C)C(=O)CCS(=O)(=O)c2cccc3nonc23)c(OC)c1,97,97,104,100,9,98,99,0
O=C(NCCc1ccccc1)c1ccc2c(=O)[nH]c3c(C(=O)NCC4CCCO4)sc(=S)n3c2c1 (stereo unspecified),119,110,121,121,2,107,104,0
O=C(NNS(=O)(=O)c1ccccc1)c1cccc([N+](=O)[O-])c1,93,105,100,102,3,107,102,0
CCNC(=S)N1CCC(c2nc3ccccc3s2)CC1,107,99,120,101,2,98,99,0
COc1ccc(Cl)cc1NC(=O)CCc1nnc2ccc(N3CCC4(CC3)OCCO4)nn12,87,88,101,88,-20,90,91,2
COc1ccc(OC)c(NC(=O)C23CC4CC(C2)CC(n2cnc(Br)n2)(C4)C3)c1,?,?,138,?,-5,?,?,0
CCO/C([O-])=N/c1sn[n+](C)c1C,95,85,95,88,-2,93,96,2
O=C(NCC1CCCO1)C1CC(=O)N(c2ccccc2)C1 (stereo unspecified),98,104,90,103,-8,97,102,0
CCOC(=O)N1CCN(C(=O)c2cc3c(s2)-c2ccc(Cl)cc2S(=O)(=O)C3)CC1,97,95,107,102,23,92,100,4
CC(C)Cc1nnc(NC(=O)CCC(=O)NCCc2ccc(Cl)cc2)s1,106,104,120,108,1,102,108,4
Cc1ccc(SCC(=O)N2CCc3ccccc32)cc1,115,91,95,88,-4,97,91,0
COc1ccc(CCNC(=O)/C=C/c2ccc(S(=O)(=O)N3CCOCC3)cc2)cc1,100,106,104,103,-9,101,97,4
Cc1cc(C)cc(NC(=O)CCn2ccnc2C)c1,98,98,95,103,27,103,100,1
COc1ccc(CNC(=O)CSc2nnc(NC(=O)c3ccccc3F)s2)cc1,98,101,93,100,-1,104,99,1
COc1ccc(C/C(=N\O)c2ccc(OC)cc2)cc1,105,94,83,102,-3,101,95,0
CC1CN(C(=O)c2ccccc2)OC(c2ccc3c(c2)OCO3)O1 (stereo unspecified),104,101,95,106,2,111,98,0
COC(=O)c1sc2ccccc2c1NC(=O)c1cccs1,115,94,88,92,1,99,96,0
O=C(C(=O)N1CCCC1)c1c[nH]c2ccccc12,80,93,101,87,2,89,99,0
O=C(CSc1nnnn1-c1ccc(Cl)cc1)NC(=O)Nc1ccc2c(c1)OCCO2,105,102,121,103,5,101,101,1
CC(C)(C)c1ccc(NC(=O)Cn2cnc3cc([N+](=O)[O-])ccc3c2=O)cc1,102,97,96,102,6,104,103,0
CC(C)(C)c1cc(C(=O)NCCCn2ccnc2)cc(C(C)(C)C)c1,100,115,92,103,6,104,109,0
CC1CCCC(C)N1/N=C/c1cc(Br)cc(Br)c1O (stereo unspecified),134,104,101,113,16,100,104,0
Cc1cc(C)n2nc(C(=O)NNC(=O)c3ccccc3)nc2n1,100,100,91,105,-13,103,100,4
CCCCn1c(N)c(Sc2ccc(Cl)cc2)c(=O)[nH]c1=O,98,95,105,96,8,98,96,2
O=C(Nc1cccc(S(=O)(=O)N2CCCCC2)c1)c1cccs1,103,105,98,102,8,103,106,6
COCC(C)n1c(C)cc(C(=O)COC(=O)c2c(NC(C)=O)sc(C)c2C)c1C (stereo unspecified),97,95,89,100,-7,101,97,0
CCC1CCCCN1C(=O)Cn1c(=O)oc2ccccc21 (stereo unspecified),101,103,92,96,-5,100,99,0
COc1ccc(NC(=O)CN2CCC(Cc3ccccc3)CC2)cc1S(=O)(=O)N1CCOCC1,88,96,90,100,-3,82,103,2
Cc1nc(NC(=O)c2ccccc2)sc1C,102,100,93,93,5,104,98,0
COc1ccc(C(=O)Nc2cccc3nc(C)ccc23)cc1OC,97,109,90,104,2,107,106,9
Cc1cc(C)n(-c2nc3ccccc3c(=O)n2OCC(=O)N(C)C)n1,94,110,101,96,5,96,95,1
Nc1cc(Cl)ccc1C(=O)OCC(=O)NC1CCS(=O)(=O)C1 (stereo unspecified),95,83,98,94,1,93,91,3
CC1CC(=O)N(CC(=O)N2CCCC2)c2ccccc2S1 (stereo unspecified),88,100,104,95,1,91,89,0
CC(=O)Nc1ccc(S(=O)(=O)N2CCC(C(=O)NCc3cccnc3)CC2)cc1,112,102,95,108,8,104,95,4
Cc1ccc(S(=O)(=O)NNC(=O)C2COc3ccccc3O2)cc1 (stereo unspecified),103,95,106,97,17,101,102,0
COC(=O)c1ccc(CSc2nc3ccccc3s2)o1,143,93,118,104,18,111,98,0
COc1cc(NC2c3ccccc3C(=O)N2Cc2ccccc2)cc(OC)c1OC (stereo unspecified),121,112,94,111,10,103,103,0

# A draw from above in order of molecular weight, highest first:
SMILES,LAP4-GFP MLPCN,CIT2-GFP yeast,Yeast superoxide,AGP1-GFP MLPCN,VLA-4 inh,MEP2 TOR yeast,RPL19A-GFP yeast,GRK2 inh
COc1ccc(NC(=O)CN2CCC(Cc3ccccc3)CC2)cc1S(=O)(=O)N1CCOCC1,88,96,90,100,-3,82,103,2
O=C(CSc1nnnn1-c1ccc(Cl)cc1)NC(=O)Nc1ccc2c(c1)OCCO2,105,102,121,103,5,101,101,1
COCC(C)n1c(C)cc(C(=O)COC(=O)c2c(NC(C)=O)sc(C)c2C)c1C (stereo unspecified),97,95,89,100,-7,101,97,0
COc1cc(NC2c3ccccc3C(=O)N2Cc2ccccc2)cc(OC)c1OC (stereo unspecified),121,112,94,111,10,103,103,0
CC1CCCC(C)N1/N=C/c1cc(Br)cc(Br)c1O (stereo unspecified),134,104,101,113,16,100,104,0
CC(C)(C)c1ccc(NC(=O)Cn2cnc3cc([N+](=O)[O-])ccc3c2=O)cc1,102,97,96,102,6,104,103,0
O=C(Nc1cccc(S(=O)(=O)N2CCCCC2)c1)c1cccs1,103,105,98,102,8,103,106,6
Cc1ccc(S(=O)(=O)NNC(=O)C2COc3ccccc3O2)cc1 (stereo unspecified),103,95,106,97,17,101,102,0
CC(C)(C)c1cc(C(=O)NCCCn2ccnc2)cc(C(C)(C)C)c1,100,115,92,103,6,104,109,0
CCCCn1c(N)c(Sc2ccc(Cl)cc2)c(=O)[nH]c1=O,98,95,105,96,8,98,96,2
COc1ccc(C(=O)Nc2cccc3nc(C)ccc23)cc1OC,97,109,90,104,2,107,106,9
Cc1cc(C)n2nc(C(=O)NNC(=O)c3ccccc3)nc2n1,100,100,91,105,-13,103,100,4
COC(=O)c1ccc(CSc2nc3ccccc3s2)o1,143,93,118,104,18,111,98,0
CC1CC(=O)N(CC(=O)N2CCCC2)c2ccccc2S1 (stereo unspecified),88,100,104,95,1,91,89,0
CCC1CCCCN1C(=O)Cn1c(=O)oc2ccccc21 (stereo unspecified),101,103,92,96,-5,100,99,0
O=C(C(=O)N1CCCC1)c1c[nH]c2ccccc12,80,93,101,87,2,89,99,0

# (more compounds)
SMILES,LAP4-GFP MLPCN,CIT2-GFP yeast,Yeast superoxide,AGP1-GFP MLPCN,VLA-4 inh,MEP2 TOR yeast,RPL19A-GFP yeast,GRK2 inh
CCCN(C(=O)CSc1ncnc2sccc12)c1c(N)n(Cc2ccccc2)c(=O)[nH]c1=O,98,98,100,99,0,95,97,2
CCCc1nnc(NC(=O)CCC(=O)O)s1,101,104,91,103,-12,101,99,0
COc1ccnc(CSC(N)=Nc2ccccc2C(F)(F)F)c1,98,104,101,105,4,107,107,3
CN(c1ccccc1)S(=O)(=O)c1ccc(C(=O)NNC(=O)c2ccccc2F)cc1,103,98,85,98,3,94,97,3
FCCCOc1ccc(-c2ccnc(-c3ccccc3)n2)cc1,98,102,98,101,15,98,98,2
COc1ccc(C(O)Cn2c(=N)n(CCCN(C)C)c3ccccc32)cc1 (stereo unspecified),112,110,83,111,13,105,106,0
O=C(/C=C/c1cccs1)Nc1nncs1,99,99,96,108,4,109,108,3
